NOD2 inhibition: inhibition of NOD2-driven NF-kB reporter – cell-based, luminescence, uHTS, HEK293 (AID 1566); HEK293 NOD2/NF-kB luciferase reporter, luminescence; higher % means a stronger effect; one-dose inhibition, % at 4 µM; EC50 in µM for titrated hits; hit rate 0.63% among 290,000; note: many of its hits are not listed in these tables
GPR35 antagonists: inhibition of zaprinast-stimulated GPR35 beta-arrestin translocation – imaging, U2OS, beta-arrestin-GFP, zaprinast agonist, primary screen (AID 2058); one-dose inhibition, % at 10 µM; IC50 in µM for titrated hits; hit rate 0.052% among 290,000; U2OS GPR35 beta-arrestin-GFP translocation imaging, zaprinast antagonism; higher % means a stronger effect;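 active = inhibition of at least 50% with at least 30 cells and total cytoplasm GFP at most 10,000,000; inconclusive = under 30 cells or total GFP of 10,000,000 plus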
KOR beta-arrestin-1: kappa opioid receptor activators – cell-based, luminescence, uHTS, primary screen (AID 1777) | KOR beta-arrestin recruitment, luminescence; higher % means a stronger effect | one-dose activation, % at 10 µM; EC50 in µM for titrated hits | hit rate 0.02% among 280,000; in the data active = activation above about 50%, passing the limit was not always enough; note: a part of the inactive calls stands beside numbers as strong as those of hits
GPR55 LPI antagonism: inhibition of LPI-stimulated GPR55 beta-arrestin translocation – imaging, U2OS, beta-arrestin-GFP, LPI agonist, primary screen (AID 2013); U2OS GPR55 beta-arrestin-GFP translocation imaging, LPI antagonism; higher % means a stronger effect; hit rate 0.13% among 290,000; one-dose inhibition, % at 10 µM; IC50 in µM for titrated hits;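 active = spots per cell inhibited over 60%, with over 100 cells counted and total cytoplasm intensity under 500,000; inconclusive = wells with under 100 cells, flagged as likely toxic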;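 note: U2OS cells stably carrying GPR55 and arrestin-GFP stimulated by 5 µM LPI near EC80; imaged beta-arrestin-GFP aggregate spots per cell after agonist stimulation; plate controls were LPI-stimulated DMSO wells for no effect and DMSO wells without LPI for full effect; some results filed as inactive read as strong as hits; confirmed hits need IC50 under 10 µM and bright autofluorescent wells are also inconclusive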
GPR55 activation: GPR55 agonists via beta-arrestin recruitment, primary screen, imaging, U2OS cells, beta-arrestin-GFP redistribution (AID 1961); U2OS GPR55 beta-arrestin-GFP redistribution imaging; higher % means a stronger effect; activation, % at 10 µM; hits with a dose series show EC50 in µM; hit rate 0.048% among 290,000;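 active = activation above 40% with more than 50 cells counted in the well; inconclusive = wells holding fewer than 50 cells, flagged as toxic or sparse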;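 note: U2OS osteosarcoma cells stably expressing GPR55 and beta-arrestin-GFP; plate controls were DMSO negative control for no effect and LPI positive control for full effect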
KOR beta-arrestin-2: kappa opioid receptor blockers – cell-based, luminescence, uHTS (AID 1778) | KOR beta-arrestin recruitment, luminescence, antagonist mode; higher % means a stronger effect | hit rate 0.091% among 290,000 | one-dose inhibition, % at 10 µM; IC50 in µM for titrated hits; note: strong numbers were not always called active
Myeloid diff 2: compounds promoting myeloid differentiation; ER-HoxA9 myeloid progenitors, lysozyme-GFP differentiation, flow cytometry; calls only at 10 µM; hit rate 1% among 360,000; AID 624256;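 active = normalized GFP-positive differentiation at or above the plate's own cutoff, the solvent-only control mean plus 3 SD; inconclusive = no clear call, values can overlap the other calls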;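 note: cells exposed to compound for four days before flow analysis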
HIV peptide binding: inhibitors of HIV fusion peptide binding, primary screen, biochemical, uHTS, fluorescence dequenching (AID 1986). one-dose inhibition, % at 20 µM; IC50 in µM for titrated hits. hit rate 0.3% among 290,000. cell-free peptide binding, fluorescence dequenching, 30 min; higher % means a stronger effect; in the data active = inhibition mostly above about 52%, no sharp cut-off; inactive = mostly below about 76%; note: some results filed as inactive read as strong as hits
NOD1 NF-kB reporter: NOD1 signaling inhibitors, primary screen, cell-based, luminescence, uHTS (AID 1578). NOD1-driven NF-kB luciferase reporter cells, luminescence; higher % means a stronger effect. inhibition, % at 4 µM; hits with a dose series show EC50 in µM. hit rate 1% among 290,000; in the data active = inhibition mostly above about 36%, no sharp cut-off; inactive = mostly below about 34%;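 note: HEK-293T reporter cells stimulated with the NOD1 agonist gamma-tri-DAP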
Myeloid diff 2 GFP+ MAC1+ %: further read-out of Myeloid diff 2, marked with its call; GFP+ MAC1+ double positive, %; measured here: differentiation confirmed by MAC1 staining
Active calls of the source: *; i = inactive; u = inconclusive; x = not tested or not shown; [ ] = another dose, or the depositor's remark. Cut-off read from the data, not from the text of the source, unless noted: active = inhibition above about 50%; inactive = the rest. Not all compounds are listed; the hit share may differ from the screen's.

Every second line gives: NOD2 inhibition | GPR35 antagonists | KOR beta-arrestin-1 | GPR55 LPI antagonism | GPR55 activation | KOR beta-arrestin-2 | Myeloid diff 2 | Myeloid diff 2 GFP+ MAC1+ % | HIV peptide binding | NOD1 NF-kB reporter
CC1CCCCC1NC(=O)COC(=O)c1ccccn1 (centres undefined)
 : 14% | 2% | -3.7% | 10% | 0.0% | 17% | i | 1.7 | -1.0% | -5%
CN(C(=O)C1CCC(=O)N(CCCN2CCCC2=O)C1)C(C1CC1)C1CC1 (centres undefined)
 : 4% | -10% | -0.6% | -6% | u | -29% | i | 1.4 | 1.2% | -15%
O=C(Nc1ccc(NC(=O)c2ccccc2F)cn1)c1ccco1
 : -39% | 10% | -0.7% | 10% | 0.4% | 13% | i | 0.3 | -0.4% | -44%
CCSC1=C(C#N)C2(CCCC2)C(C#N)=C(N)N1
 : 10% | -9% | -4.4% | 2% | -0.2% | 19% | i | 1.7 | -0.5% | 18%
CCOC(=O)c1c(C)n(S(=O)(=O)c2ccc(C)cc2)c2ccc(O)c(C(=O)O)c12
 : 15% | 6% | 0.7% | 7% | 0.2% | -19% | i | 1.5 | 27% | -8%
COc1ccc(-c2nc(CS(=O)CC(=O)NCCCN3CCCC(C)C3)c(C)o2)cc1OC (centres undefined)
 : 13% | 22% | -1.7% | -7% | 0.1% | -4% | i | 6.0 | 1.5% | -2%
Cc1nc(SCc2ccccc2)c(C(F)(F)F)c(=O)[nH]1
 : 16% | -13% | -3.6% | 6% | -0.1% | -15% | i | 0.8 | -0.8% | -23%
Cn1c(CNc2ccccc2)nc2ccccc21
 : -73% | 19% | 2.7% | -10% | -0.1% | -24% | i | 0.8 | 0.2% | -54%
O=C(CN1CCCC1)Nc1ccc2c(c1)CCC2
 : -4% | -11% | -2.2% | 12% | -0.2% | -10% | i | 0.5 | 0.5% | -38%
Cc1cc(N2CCN(C)CC2)ccc1NC(=O)c1cccc(S(=O)(=O)N2CCc3ccccc3C2)c1
 : 16% | -1% | -1.0% | -10% | 0.2% | -18% | i | 2.3 | -0.8% | -44%
O=C(NC1CCC1)C1CCC(=O)N(Cc2cccc(F)c2)C1 (centres undefined)
 : -3% | -5% | 7.0% | 6% | -0.1% | -20% | i | 1.2 | 0.8% | -34%
O=C1C2Sc3[nH]c(=O)sc3C(c3ccccc3)C2C(=O)N1c1ccc(Cl)cc1 (centres undefined)
 : 9% | -7% | 0.8% | -4% | -0.1% | 13% | i | 1.0 | 39% | 10%
COC(=O)C1=C(C)NC(=O)NC1c1ccc(OCC(=O)N2CCCCC2)cc1 (centres undefined)
 : 4% | 1% | 6.2% | -34% | 0.5% | -32% | i | 0.6 | 2.2% | -22%
CC1CCCN(c2ccc3nc4ccccc4c(=O)n3n2)C1 (centres undefined)
 : 4% | 6% | -2.6% | 4% | 0.0% | 8% | i | 0.2 | 4.2% | 28%
Nc1nc(-c2cccnc2)nn1C(=O)c1ccco1
 : -4% | -3% | -0.2% | 1% | 0.0% | -49% | x | x | -1.5% | 0%
CCOC(=O)C1Sc2ccccc2NC1=O (centres undefined)
 : 3% | -19% | -0.4% | 7% | -0.2% | -8% | i | 0.2 | -0.2% | -17%
COc1cc(CN/C(C)=C(\C#N)C(N)=O)cc(OC)c1OC
 : -2% | 1% | -3.3% | 12% | -0.2% | 29% | i | 3.6 | -0.6% | -10%
CN(C)c1nnc(-c2ccc(Cl)cc2)o1
 : -5% | 2% | -3.3% | 20% | 0.2% | 10% | i | 0.4 | -1.0% | -40%
Cn1nc(C(=O)N2CCN(S(=O)(=O)c3ccccc3)CC2)c2ccccc2c1=O
 : -6% | -8% | -1.1% | -12% | 0.3% | -8% | i | 2.6 | -1.9% | -10%
CCN(CC)S(=O)(=O)c1ccc(O)c(NC(=O)c2ccc(N3CCOCC3)c([N+](=O)[O-])c2)c1
 : 0% | 2% | -3.7% | -10% | -0.2% | 14% | i | 0.4 | -0.2% | -29%
COc1ccccc1N(CC(=O)N/N=C/c1ccc(OCC(=O)NCc2ccco2)cc1)S(=O)(=O)c1ccc(C)cc1
 : 7% | -15% | -4.6% | 8% | 0.3% | -16% | i | 1.3 | 3.5% | -16%
COc1ccc(N(CC(=O)NC2CCCCC2)C(=O)c2snc(C(N)=O)c2N)cc1
 : 6% | -4% | -3.6% | -3% | 0.1% | -15% | i | 4.6 | -0.6% | -28%
Cc1ccc(SCCNC(=S)Nc2cc(C)ccc2C)cc1
 : -2% | -4% | -3.8% | 2% | -0.2% | 9% | i | 0.7 | -1.0% | 2%
O=C(OCCN=C1NS(=O)(=O)c2ccccc21)c1cccc([N+](=O)[O-])c1
 : -6% | 6% | 1.8% | -7% | -0.1% | -35% | i | 1.3 | 2.4% | 4%
Clc1ccc2c(NNc3ccccc3Cl)ccnc2c1
 : 13% | 12% | -0.1% | 9% | 0.3% | -3% | i | 0.8 | -0.5% | -25%
O=C(O)[C@H](Cc1ccccc1)NC(=O)N1CCN(c2ccc(F)cc2)CC1
 : -2% | -3% | -2.5% | 0% | -0.3% | 8% | i | 0.7 | 0.6% | 2%
CCOC(=O)c1cnc(-c2ccccc2)nc1Oc1ccc(C)cc1
 : 17% | -17% | 5.4% | 10% | -0.1% | -10% | i | 0.2 | -0.6% | 27%
COc1ccc(CNC(=O)c2cnccn2)cc1
 : -8% | 12% | -0.8% | 2% | 0.2% | -4% | i | 1.3 | -0.2% | -2%
COCc1c(C(=O)OCC(=O)N2c3ccccc3NC(=O)C2(C)C)oc2ccccc12
 : 11% | -3% | 1.3% | 3% | 0.5% | -20% | i | 0.9 | -1.2% | 6%
Cc1ccc(S(=O)(=O)NN=C2CCN(Cc3ccccc3)CC2)cc1
 : 24% | 9% | 0.2% | 4% | 0.3% | -30% | i | 0.2 | 3.0% | -24%
CCOC(=O)c1sc(NC(=O)/C=C/c2cnn(C)c2C)c(C(=O)OC(C)C)c1C
 : 23% | -13% | -1.7% | 10% | -0.2% | -25% | i | 1.7 | 1.2% | 17%
CN1CCN(C(=O)c2ccc(COc3cc(Cl)ccc3Cl)o2)CC1
 : 20% | -6% | -5.2% | -2% | 0.1% | 20% | i | 2.2 | -0.3% | -20%
CN(C)/C=N/c1cc(=O)n(C)c(=O)n1Cc1ccccc1
 : -5% | -5% | -0.6% | 7% | 0.2% | -16% | i | 1.0 | -0.5% | -33%
O=S(=O)(c1ccc(F)cc1)N1CCCC1
 : 8% | 7% | -4.1% | 4% | 0.0% | -8%[20 µM] | i | 0.2 | -1.4% | 14%
CCn1c(=O)[nH]c2ccccc2c1=O
 : 18% | 11% | -1.5% | x | -0.1% | 4% | i | 0.4 | 3.4% | -8%
CC(=O)NC(=S)Nc1ccc(N2CCOCC2)c(S(=O)(=O)Nc2cc(Cl)ccc2Cl)c1
 : -11% | -2% | -9.0% | -4% | 1.2% | 31% | i | 0.3 | 0.9% | 18%
COc1ccc(NC2CCCN(C(=O)c3cccs3)C2)cc1 (centres undefined)
 : 6% | -17% | -1.8% | 14% | -0.1% | 18% | i | 0.3 | 2.2% | 6%
CC(NC(=O)[C@H](Cc1c[nH]c2ccccc12)NC(=O)[C@@H]1Cc2ccccc2CN1)c1ccccc1 (some centres undefined)
 : 0% | -8% | -1.9% | 2% | 0.5% | -26%[20 µM] | i | 2.1 | -0.5% | -25%
CCN(CC)CCNC(=O)C(C(=O)c1ccccc1)n1ccccc1=O (centres undefined)
 : -22% | 18% | 1.8% | 3% | 0.2% | 6% | i | 3.1 | -0.5% | -1%
Cc1ccc(/C=C/C(=O)O)cc1S(=O)(=O)NCc1ccco1
 : 10% | -3% | 2.0% | -6% | 0.1% | -12%[20 µM] | i | 0.0 | 1.4% | -12%
O=C(Nc1ccccc1-c1ccccc1)C1CCCC1
 : 7% | 3% | -4.0% | 16% | 1.6% | 29% | i | 0.6 | -1.3% | -20%
CCOc1ccc(S(=O)(=O)Nc2ccc(C(=O)NCC3CCCO3)cc2)cc1 (centres undefined)
 : 1% | -21% | 6.4% | 2% | -0.1% | -8% | i | 4.7 | 1.7% | -17%
CNC(=S)NN(C)c1nc(C)cc(C)n1
 : 4% | 12% | -0.3% | -19% | -0.2% | -7% | i | 0.2 | -1.1% | -14%
O=C(/C=C/c1cccc(O)c1)c1cccnc1
 : 6% | 3% | -1.3% | -7% | 0.2% | 18% | i | 0.4 | -0.3% | -20%
CCOC(=O)CCC(=O)N(CCN(C(=O)CCC(=O)OCC)c1ccccc1)c1ccccc1
 : -7% | 9% | 9.0% | -11% | -0.3% | -18% | i | 0.7 | -0.3% | -28%
Cc1cc(C)c(S(C)(=O)=O)c(N(C)NC(=O)c2c(F)cccc2F)n1
 : 4% | -15% | 3.4% | 9% | 0.2% | -20% | i | 0.6 | -0.1% | -25%
O=C1NC(=S)N/C1=C\c1cccnc1
 : -2% | 7% | -1.6% | -12% | -0.2% | 20% | i | 0.4 | -1.3% | 34%*
OCc1nc2c(ccc3ccccc32)[nH]1
 : 3% | -2% | -5.6% | 10% | 0.1% | -44%[20 µM] | i | 1.0 | -1.8% | -26%
Cc1nc2cc(C(F)(F)F)ccc2n1CCNc1nc(-c2cc(Cl)c(N)c(Cl)c2)cs1
 : 10% | 9% | x | 2% | 0.6% | x | i | 1.0 | 2.5% | -14%
O=C(NCc1nnc(SCC(=O)N2CCN(c3ccccc3)CC2)o1)c1ccccc1
 : 17% | 3% | 7.4% | 18% | 0.2% | 7% | i | 0.4 | 1.2% | -36%

(cont.)
Every second line gives: NOD2 inhibition | GPR35 antagonists | KOR beta-arrestin-1 | GPR55 LPI antagonism | GPR55 activation | KOR beta-arrestin-2 | Myeloid diff 2 | Myeloid diff 2 GFP+ MAC1+ % | HIV peptide binding | NOD1 NF-kB reporter
O=Cc1cn(CC(=O)N2CCCc3ccccc32)c2ccccc12
 : 6% | -15% | -3.1% | 7% | 0.0% | 0% | i | 1.1 | 1.9% | -7%
C/C(=N\NC(=O)C1CC1(c1ccccc1)c1ccccc1)c1cccc([N+](=O)[O-])c1 (centres undefined)
 : -4% | -1% | 2.9% | 1% | 0.2% | -4% | i | 1.2 | -0.1% | -12%
COc1ccc(/C=C/c2nc3ccccc3c(=O)o2)cc1
 : 47% | -5% | -1.2% | -2% | 0.1% | -14% | i | 0.2 | 7.3% | 30%
CC(C)(C)c1ccc(C(=O)Nc2cnccn2)cc1
 : -111% | 0% | 1.1% | 11% | 0.0% | 6% | i | 4.8 | 1.2% | -28%
CCCC(=O)N(C1CC(C)C(C#N)(C#N)C1(C#N)C#N)N(C)C (centres undefined)
 : -18% | 18% | -3.9% | 99%* | -0.1% | 85%* | i | 0.1 | -1.1% | -1%

Bioassay records as filed in PubChem BioAssay.
